# Platelet DG rel: modulates dense granule release in human platelets. human platelet-rich plasma, SFLLRN dense granule ATP release, luminescence. inhibition, %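 (compounds screened at 7.5 µM in platelet-rich plasma)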. actives 0.22% (n = 300,000). AID 1663;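 active = mean replicate score, as percent of positive control, at or above 50; inconclusive = mean below 50 but at least one replicate at or above 50; inactive = mean and every replicate below 50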
# aSyn UTR inh: 5' untranslated region of α-synuclein, MLPCN primary screen; alpha-synuclein 5'UTR reporter, inhibitor activity; inhibition, % (tested at 7.5 µM); actives 0.82% (n = 300,000); in the data active = inhibition above about 60%; inconclusive = no clear call, values can overlap the other calls;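 note: H4 neuroglioblastoma cells stably carrying SNCA 5'UTR luciferase fusion; 0% = DMSO wells and 100% = positive control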
# KLF5 inhibitor: kruppel-like factor 5 inhibition | actives 0.23% (n = 290,000) | inhibition, % at 5 µM | DLD-1 KLF5 promoter-luciferase reporter, luminescence;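 active = inhibition above a per-plate limit of that plate's mean compound inhibition plus 3 SD, cut at about 60% in these data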;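 note: 0% = DMSO wells and 100% = LY294002 at 200 µM; higher means less KLF5 promoter-driven luciferase light; inactives centre near -14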
# HSP90 refold inh: blocks HSP90-mediated luciferase refolding in reticulocyte lysate; Rabbit reticulocyte lysate, luciferase refolding luminescence, 3 h; inhibition, % at 5.6 µM; actives 0.91% (n = 290,000); AID 1789;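 active = inhibition above the screen-wide mean plus 3 SD, computed separately per campaign, cut at about 16% in these data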;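 note: 0% = DMSO wells and 100% = 60 µM geldanamycin wells; inhibitors lower the luminescence because luciferase stays unfolded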
# HSF-1 act: increases HSF-1 driven luciferase reporter signal; NIH3T3-HGL HSF-1 luciferase reporter, MG132, 8 h; 100% = twice DMSO control signal; activation, % at 9 µM; AID 504408; actives 1.7% (n = 300,000);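 active = mean replicate activation of at least 50% with a set share of replicates each reaching 50%; inconclusive = only one of those two conditions met; inactive = mean below 50% and too few replicates reaching it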;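 note: 0% = median of the neutral control wells and 100% = twice that signal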
# HSF1 inhib: HSF1 inhibition; NIH3T3-HGL HSE-luciferase, MG132-induced, luminescence 8 h; active compounds read low; activity change, negative = inhibition, % at 7.5 µM (by protocol); actives 0.77% (n = 300,000); AID 2098;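 active = more than half of replicate wells show activity change below -50%, luminescence cut by over half; inconclusive = some wells, but at most half, below -50%; inactive = no replicate well below -50%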;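 note: luciferase reports HSF-1 transcriptional activity via heat shock element; 0% = median of DMSO wells and -100% = zero luminescence signal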
# AI-2 QS modul: modulators of Vibrio harveyi AI-2 quorum sensing system | actives 0.4% (n = 300,000) | Vibrio harveyi JMH597 AI-2 luminescence/OD600 ratio, 9 h; active compounds read low; strain lacks LuxN and CqsS sensors; 0 = neutral-control median | activity change, % at 7.5 µM | AID 2094; in the data active = activity change below about -75%, passing the limit was not always enough; inconclusive = no clear call, values can overlap the other calls;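 note: luminescence divided by OD600 gain over 9 h not by final OD600 alone; inactives centre near 13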
# HDAC3 inhib: inhibitors of human histone deacetylase 3 | recombinant HDAC3, fluorogenic peptide/trypsin coupled, fluorescence | actives 0.15% (n = 320,000) | AID 2718 | inhibition, % at 8.3 µM; in the data active = inhibition above about 26%, passing the limit was not always enough; inconclusive = no clear call, values can overlap the other calls
# Target sequence (O15379 whole entry, looked up): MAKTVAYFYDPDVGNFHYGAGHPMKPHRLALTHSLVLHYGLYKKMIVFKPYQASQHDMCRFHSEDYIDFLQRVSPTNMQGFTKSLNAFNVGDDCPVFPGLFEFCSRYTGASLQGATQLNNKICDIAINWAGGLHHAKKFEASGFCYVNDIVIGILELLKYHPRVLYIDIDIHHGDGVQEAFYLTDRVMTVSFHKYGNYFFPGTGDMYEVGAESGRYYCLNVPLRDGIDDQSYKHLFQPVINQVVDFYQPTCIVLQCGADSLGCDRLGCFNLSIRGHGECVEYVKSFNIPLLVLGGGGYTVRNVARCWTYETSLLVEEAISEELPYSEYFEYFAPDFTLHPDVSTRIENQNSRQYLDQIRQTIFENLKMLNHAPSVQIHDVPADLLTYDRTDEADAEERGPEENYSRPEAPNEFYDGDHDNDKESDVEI
# HIF activator: HIF pathway transcriptional activation. U2OS HRE-luciferase reporter, luminescence; normalized: DMSO 0%, desferrioxamine 100%. activation, % at 7.5 µM (by protocol). actives 0.32% (n = 300,000). AID 1910;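 active = mean activation of at least 10% of the iron chelator positive control signal, with at least half of replicates also reaching 10%; inconclusive = mean and replicate majority disagree about reaching 10%; inactive = mean and most replicates under 10%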
# IEC-6 cytotox: IEC-6 cytotoxicity, counter-screen for KLF5 inhibitors | AID 1825 | luminescence viability | inhibition, % at 5 µM | actives 0.78% (n = 290,000); in the data active = inhibition above about 22%;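 note: 0% = plate median of test compound wells and 100% = cytotoxic reference compound wells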
# Numbers without * were called inactive; ? = inconclusive; . = no result given. Hits appear at their usual frequency, and some 5% of all compounds hit somewhere here.
Compound	KLF5 inhibitor	HSP90 refold inh	HDAC3 inhib	Platelet DG rel	IEC-6 cytotox	HIF activator	HSF1 inhib	HSF-1 act	AI-2 QS modul	aSyn UTR inh
Cc1cc(C)c2nc(N3CCOCC3)c(C#N)cc2c1	-51.7	-5.8	-4.4	-4.1	3.1	-48.6	-2.0	-3.0	32.6	3.0
Cn1cc(CN2CCC(n3nccc3NC(=O)c3ccccc3Cl)CC2)cn1	-31.7	0.6	4.1	0.0	3.8	-0.1	-4.2	-3.3	18.9	4.9
O=[N+]([O-])c1ccc(OCC(O)CNCCNc2nccc(C(F)(F)F)n2)cc1 (stereo not drawn)	-1.1	-1.1	3.3	-4.3	-1.9	0.1	-6.4	5.6	54.5	-10.9
CSC1=NCCN1C(=O)c1cccs1	4.1	2.5	4.3	23.5	6.2	-0.3	-2.0	-0.8	25.8	-14.4
Cc1onc(C(=O)NC2CCCCC2)c1[N+](=O)[O-]	-57.8	-3.5	-5.6	2.0	1.0	0.0	1.3	-12.2	-3.5	-4.4
CCOC(=O)CCNC(=O)N1CCCC(Cc2ccccc2)(C(=O)OCC)C1 (stereo not drawn)	6.2	-2.0	1.1	0.1	8.4	-0.4	5.7	0.0	10.4	-5.8
CN(CC(=O)Nc1ccc(F)cc1)C(=O)c1ccccc1OCc1ccc(F)cc1	10.9	2.3	-5.3	-2.5	1.9	-0.3	2.8	0.2	3.8	5.4
COc1ccc(-n2c(Cn3c(=O)sc4ccccc43)nnc2SCC(=O)N2CCCCC2)cc1	2.6	-0.1	-13.1	.	3.0	.	.	.	.	.
CCOC(=O)c1cnc(-n2nc(C)cc2C)nc1NNc1cc(C)nc(-c2ccccc2)n1	-24.1	-3.5	-4.9	-7.1	9.3	-0.4	-0.8	4.2	39.3	105.3*
CCN(CC)C(=O)CNC(=O)c1nn(-c2ccc(OC)c(Cl)c2)c(=O)c2ccccc12	-15.6	-3.5	1.4	1.5	5.9	0.7	-11.6	2.8	-11.4	6.6
COc1cccc(NC2=CC(=O)CC(C)(C)C2)c1	-16.7	-0.7	4.5	1.3	-0.5	0.6	4.6	30.1	37.3	-3.1
Cc1c(N(C)C(=O)c2ccco2)c(=O)n(-c2ccccc2)n1C	-10.0	-0.1	4.7	-1.7	0.5	-0.2	5.4	17.7	8.5	7.4
COc1ccc(N2C(=O)C(CC(=O)Nc3ccccc3)N(Cc3ccccn3)C2=S)cc1 (stereo not drawn)	-16.3	4.0	-1.5	-2.5	4.1	-0.6	-6.2	0.2	7.2	-2.2
O=C(NC1=NCCS1)c1ccccc1Cl	-37.1	0.5	2.2	-0.5	-2.9	1.3	-3.7	-2.2	10.7	-4.9
C#CCN1C(=O)C(O)(c2c(C)[nH]c3ccccc23)c2ccccc21 (stereo not drawn)	-38.4	2.4	-0.2	1.0	-0.8	0.9	-3.1	-1.0	31.6	20.3
Cc1cc(S(=O)(=O)Nc2ccc3ccccc3c2)c(C)s1	3.3	-0.1	6.1	3.8	8.3	0.3	9.9	10.9	-8.8	3.3
O=c1cc(CNC2CCCCC2)c2ccccc2[nH]1	2.4	2.1	7.2	3.7	-2.6	-0.5	3.2	3.5	27.2	10.0
CC(=O)Nc1c(C(=O)N2CCN(c3ccccn3)CC2)cnn1-c1ccc(C)cc1	-23.7	-5.2	-4.1	-12.2	-7.4	-0.7	-9.2	-1.9	7.4	30.0
CC(C)c1c(C(=O)N/N=C/c2ccccc2OCc2c(F)cccc2Cl)nnn1-c1nonc1N	-14.6	2.2	-4.6	-2.7	1.8	-0.5	6.9	-2.5	13.5	4.6
CCN(CC)S(=O)(=O)c1ccc(NCC2COc3ccccc3O2)c([N+](=O)[O-])c1 (stereo not drawn)	-5.2	-2.6	7.7	4.5	-2.0	-0.1	19.2	26.6	9.8	21.9
Clc1ccc(NCc2ccsc2)cc1	5.6	1.0	-0.9	1.2	0.1	-7.0	-1.5	-20.0	24.5	-44.6
O=C(c1ccc(S(=O)(=O)N2CCCCCC2)cc1)N1CCN(c2ccccc2)CC1	-12.8	2.2	2.1	-1.3	2.7	-0.3	1.2	19.7	25.1	2.3
Cc1sc(NC(=O)CSc2nnc(CCNC(=O)c3cccs3)n2C)nc1-c1ccccc1	3.6	0.5	-6.4	2.3	-4.7	0.3	.	.	47.2	-22.4
Cc1cc(-c2ccc(C(C)C)c(S(=O)(=O)N3CCN(c4ccccn4)CC3)c2)on1	14.7	3.6	4.1	-0.6	23.2*	4.0	3.4	17.8	29.0	-46.5
COc1ccc(S(=O)(=O)N2CCN(Cc3ccc(OC)c(OC)c3)CC2)cc1	-10.4	-0.1	-4.1	19.4	-7.0	-0.8	-6.3	7.0	17.1	4.2
COc1ccc(C(=O)N/N=c2\oc3ccccc3cc2C(N)=O)cc1	-9.7	1.8	3.7	26.0	3.0	0.0	2.9	13.4	5.7	1.5
COc1cccc2sc(Nc3nnc(-c4cccs4)o3)nc12	-8.2	4.0	-11.2	1.1	69.1*	4.7	205.5	300.6*	-165.2*	40.6
CCc1ccccc1NC(=O)c1ccc(Cn2cc([N+](=O)[O-])cn2)cc1	-1.6	1.8	.	8.1	-2.1	-0.9	-0.8	-4.4	12.3	-20.5
O=C(Cc1ccc(-c2ccccc2)cc1)NCc1ccccc1	54.6	-0.9	-3.1	-14.3	78.1*	0.7	-19.3	-21.4	16.5	104.5*
Cc1cccc(C)c1OCC(=O)N/N=C/c1cc2c(cc1[N+](=O)[O-])OCO2	-36.7	4.2	-0.7	-6.2	-9.3	1.9	-3.2	-2.9	-1.6	20.4
COc1cccc(N(C(=O)C2CSC(=O)C2)C(C(=O)NC(C)(C)C)c2ccncc2)c1 (stereo not drawn)	-9.1	3.8	-6.0	-5.3	-3.0	-1.5	-1.3	-2.3	22.1	-7.3
CCOC(=O)c1ccc([N+](=O)[O-])c(CS(=O)(=O)c2ccc(Cl)cc2)c1	-15.9	0.9	-1.4	0.5	0.8	0.3	-7.4	2.2	18.8	3.2
COc1ccc(NC(=O)c2nc[nH]c2C(=O)N[C@@H](C)C(=O)OC(C)(C)C)cc1	.	.	1.9	-2.5	.	0.0	-3.2	-6.0	5.4	19.5
Cc1nc(N)c(C#N)c(-c2cccnc2)c1-c1ccccc1	-13.9	2.4	-2.2	-0.5	-4.3	-0.2	-16.4	-37.7	2.9	10.7
Cc1ccc(NC(=O)c2ccc(NCCCN3CCOCC3)c([N+](=O)[O-])c2)cc1Cl	-14.6	-3.1	6.3	18.0	9.1	1.6	2.2	25.8	10.4	-1.1
Cc1c(Cl)cc(-n2cnnn2)cc1[N+](=O)[O-]	-14.3	2.3	-6.8	8.2	8.4	0.5	.	.	-5.8	-0.7
O=C(Nc1cccc(C(=O)Nc2ccccc2F)c1)c1ccccc1	-13.9	1.5	3.0	3.3	3.1	0.2	-3.4	-11.7	10.0	-10.3
CC1CCCCC1NS(=O)(=O)c1ccc(S(=O)(=O)N2CCN(CCC#N)CC2)cc1 (stereo not drawn)	-21.3	0.0	4.8	-2.2	-3.3	0.1	-1.7	1.9	6.2	-11.1
CCCc1cc(C(=O)N(C2CCCCC2)C2CCCCC2)no1	-4.0	-2.4	-0.3	-2.2	-3.5	-0.1	-6.0	5.5	4.2	-36.8
COc1ccc(COC(=O)c2ccc(C)c(S(=O)(=O)N3CCOCC3)c2)cc1F	.	.	?	-1.3	.	0.2	0.0	5.9	7.6	4.4
CC(=O)C1=C(O)C(=O)N(CCN(C)C)C1c1ccc(Cl)cc1 (stereo not drawn)	-2.0	-2.2	.	-1.0	-2.3	0.0	-4.1	6.2	-2.5	3.2
Cc1cnn(-c2ccc3nnc(-c4ccc(Br)cc4)n3n2)c1	2.7	2.3	1.4	9.8	-9.0	-1.2	-40.0	-51.5	12.9	-3.7
Cc1onc(-c2ccccc2)c1-c1ccnc(N)n1	8.3	1.5	1.8	-18.0	2.8	1.4	-0.3	-7.5	20.2	1.8
CCN1CCN(C(=O)COCc2cc(-c3ccc4c(c3)OCO4)on2)CC1	-21.7	-4.2	7.2	3.7	2.8	0.1	5.1	39.8	3.5	-31.7
CN(CCNC(=O)c1ccc(CS(=O)(=O)c2ccc(Br)cc2)o1)CCc1ccccc1	-34.6	-1.9	2.7	3.2	0.8	0.5	3.5	3.8	-1.4	-13.8
Nc1cccc(CCc2nc3ccccc3[nH]2)c1	-35.1	-4.2	-6.8	-2.7	-4.4	0.4	?	-22.2	-6.9	-77.9
O=C(O)CNC(=O)c1ccccc1F	-29.5	1.7	-0.8	1.5	-5.8	-0.2	1.0	0.7	20.9	-10.9
COc1ccc(Nc2nc(N)c3ccccc3n2)c(OC)c1	-127.0	-1.1	2.7	14.3	14.0	1.7	20.6	21.1	0.0	-197.9
O=C(NCCCn1ccnc1)c1cn(-c2ccccc2)nc1-c1ccccc1	-12.4	-1.5	0.5	-2.1	-4.9	-0.1	-4.9	-1.8	18.9	-1.4
N#Cc1c(-c2cccs2)nc(SCC(=O)c2ccc(Br)cc2)[nH]c1=O	-5.6	-4.3	3.4	0.7	-1.6	0.1	0.7	5.6	16.0	-4.3

# Next section
Compound	KLF5 inhibitor	HSP90 refold inh	HDAC3 inhib	Platelet DG rel	IEC-6 cytotox	HIF activator	HSF1 inhib	HSF-1 act	AI-2 QS modul	aSyn UTR inh
CCCOc1ccc(/C(CC)=N/NC(=O)C2(C)CC2(Br)Br)cc1 (stereo not drawn)	19.4	-0.4	2.2	0.5	-5.3	0.1	1.1	0.4	3.3	-8.3
COC(=O)c1sc(-c2ccc(C(C)(C)C)cc2)cc1NC(=O)COCC(=O)O	-21.5	-2.0	.	0.2	-1.3	0.5	0.6	12.3	11.0	26.4
CCN1C(=O)c2cccc3c(S(=O)(=O)Nc4ccc(OC)cc4OC)ccc1c23	-33.2	-0.5	2.7	-0.2	2.0	0.1	0.2	-8.4	21.4	-12.9
CCCc1cc(=O)[nH]c(SCc2nc3ccccc3o2)n1	-26.2	-6.0	-1.8	-1.3	-3.0	-0.2	9.8	9.4	18.6	-6.8
O=C(CCn1cccn1)Nc1ccc2c(c1)OCO2	-4.0	1.1	-3.6	-6.8	6.4	1.9	5.9	8.4	-5.4	-12.8
O=C(Oc1ccccc1N1C(=O)C2CC=CCC2C1=O)c1ccc(Br)cc1 (stereo not drawn)	-14.9	-3.9	-5.0	-10.9	9.2	0.0	-0.3	0.6	25.7	-59.3
Cn1c(N)c(C(=O)COC(=O)C2CC(O)CN2S(=O)(=O)c2ccc(Cl)cc2)c(=O)n(C)c1=O (stereo not drawn)	-13.4	-2.4	-14.7	-8.2	2.5	-0.2	2.3	8.0	21.6	25.9
